Exocytosis inh: LAMP-1 surface exposure blockers, TALL-104 cells – cell-based, flow cytometry, MLPCN library, primary screen; AID 651702, 2012; inhibition, % at 10 µM; 0.66% of 360,000 active; TALL-104 LAMP-1 surface exposure; cells stimulated with thapsigargin and PMA;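 active = inhibition above about 55%, limit read from the data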
TRPM1 prom inh: inhibitors of MITF-dependent TRPM1 promoter reporter, primary screen, cell-based, SK-MEL-5, single point, luciferase. SK-MEL-5 TRPM1 promoter luciferase, 24 h. 0.83% of 330,000 active. AID 488899, 2010. inhibition, % at 12.5 µM;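 active = mean inhibition across replicates of 60% or more, whatever share of single replicates reaches that level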; also: values of inactives mirror those of a sister screen read the other way
NR2E3 ag-1: NR2E3 agonists in two-hybrid cells, primary screen, cell-based, luminescence, CHO-S, Gal4-NCOR/VP16-NR2E3; inhibition of corepressor binding, % at 3.98 µM; 0.35% of 360,000 active; Photoreceptor-specific nuclear receptor (Homo sapiens), Q9Y5X4; luciferase; AID 602229, 2012;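 active = inhibition above the mean of all tested compounds plus 3 SD, cut at about 70% in these data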;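 also: 0% = DMSO with NR2E3 transfected cells and 100% = cells lacking NR2E3 construct; higher means lower luciferase signal from less NR2E3 corepressor binding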
Target sequence (Q9Y5X4 whole entry, looked up, the tested form may be a part): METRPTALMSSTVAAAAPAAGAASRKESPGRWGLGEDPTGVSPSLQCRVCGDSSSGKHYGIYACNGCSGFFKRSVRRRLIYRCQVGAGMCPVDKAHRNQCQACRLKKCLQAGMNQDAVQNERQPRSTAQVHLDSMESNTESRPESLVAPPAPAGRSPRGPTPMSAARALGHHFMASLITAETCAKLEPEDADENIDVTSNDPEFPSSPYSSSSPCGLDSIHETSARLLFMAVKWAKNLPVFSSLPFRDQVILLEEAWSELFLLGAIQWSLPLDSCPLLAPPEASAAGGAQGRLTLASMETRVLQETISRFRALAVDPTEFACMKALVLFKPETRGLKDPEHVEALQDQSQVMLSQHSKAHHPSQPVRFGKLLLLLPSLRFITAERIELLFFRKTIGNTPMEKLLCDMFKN
iPSC survival up: enhancers of single-cell hiPSC survival, primary screen, ATPlite luminescence; 100% = ROCK inhibitor wells, 0% = DMSO; AID 602274, 2012; 0.044% of 360,000 active; survival enhancement, % at 20 µM; in the data active = survival enhancement above about 18%;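 also: cells exposed to compounds for 16 hours before the ATP read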
aDG glyco act: activators of alpha-DG glycosylation, primary screen, uHTS, Pro5-aDG cells, AlphaScreen. 0.22% of 360,000 active. activation, % at 10 µM. AID 624168, 2012. alpha-DG glycosylation AlphaScreen (IIH6); 0% Pro5, 100% B10-LARGE cell signal;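 active = activation of at least 8% versus controls, or a plate z-score of at least 8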;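 also: Pro5 are CHO cells carrying HIG-tagged alpha-DG that lacks glycosylation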
PDI turbidity: inhibitors of human PDI, primary screen, biochemical, turbidity, single point, plate reader; inhibition, % at 10 µM; Protein disulfide-isomerase (Homo sapiens), P07237; PDI insulin aggregation turbidity, A650, 90 min; 0.052% of 350,000 active;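 active = mean inhibition across replicates of 30% or more, whatever share of single replicates reach that level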;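 also: absorbance from insulin aggregation driven by PDI reduction with DTT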
Target sequence (P07237 whole entry, looked up): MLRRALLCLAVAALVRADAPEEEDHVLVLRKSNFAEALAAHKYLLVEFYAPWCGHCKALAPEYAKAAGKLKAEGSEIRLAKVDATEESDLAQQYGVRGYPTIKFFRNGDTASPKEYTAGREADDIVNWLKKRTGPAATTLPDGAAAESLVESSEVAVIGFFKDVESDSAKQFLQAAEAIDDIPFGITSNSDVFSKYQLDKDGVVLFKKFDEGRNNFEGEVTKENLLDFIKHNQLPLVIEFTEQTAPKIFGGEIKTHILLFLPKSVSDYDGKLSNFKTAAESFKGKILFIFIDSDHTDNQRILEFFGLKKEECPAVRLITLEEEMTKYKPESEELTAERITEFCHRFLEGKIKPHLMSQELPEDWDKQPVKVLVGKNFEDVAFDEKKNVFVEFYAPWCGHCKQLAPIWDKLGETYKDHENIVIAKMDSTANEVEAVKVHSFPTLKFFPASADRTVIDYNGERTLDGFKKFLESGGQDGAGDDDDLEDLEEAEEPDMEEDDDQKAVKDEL
CaV13 ICDI inh: Disruptors of the CACNA1D IQ motif to Ca2+-dependent inactivation inhibitor domain association, primary screening, Förster resonance energy transfer in intact living …; inhibition, % at 12.3 µM; 0.098% of 340,000 active; AID 743397; HEK cells, CFP/YFP FRET ICDI-IQ, plate reader, 10 min; percent FRET-ratio fall versus neutral wells;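 active = mean replicate inhibition of at least 30% and at least 1% of replicates passing that level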;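 also: 0% = median of the neutral control wells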
HIF-2a block: HIF-2a reporter inhibitors, primary screen, luminescence, 786-0 RCC cells. 0.72% of 360,000 active. inhibition, % at 18.8 µM. 786-0 RCC cells HIF-2a reporter, luciferase luminescence, overnight;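 active = inhibition of the luminescence signal of 40% or more relative to plate controls, in a single-dose primary screen at 18.75 µM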
Vif imaging: HIV Vif self-association inhibitors, primary screen, imaging, HEK293T, single point | HEK293T cells, Vif self-association by quenched fluorescence, 24 h | inhibition, % at 7.49 µM | 0.35% of 340,000 active | AID 602346, 2012; in the data active = inhibition above about 50%, passing the limit was not always enough; also: some results filed as inactive read as strong as hits
NR2E3 ag-2: inhibitors of NR2E3-RetCOR corepressor binding, primary screen, NR2E3 agonist project, biochemical, TR-FRET, GST-NR2E3, biotin-RetCOR; Photoreceptor-specific nuclear receptor (Homo sapiens), Q9Y5X4; 1536-well; inhibition of corepressor binding, % at 4.78 µM; 0.12% of 320,000 active; AID 2300, 2010;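 active = percent inhibition above the cutoff of mean plus 3 SD of all tested compounds, set per screening campaign, cut at about 20% in these data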;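 also: 0% = DMSO wells and 100% = biotin wells as full block of FRET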
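Test system – NR2E3–RetCOR corepressor complex · Quantity – NR2E3 fusion 1.35 nM · Buffer or medium – Tris pH 7.5 · Incubation – Compound–protein incubation for 5 h at 4 °C · Technique – TR-FRET, Eu(K)-anti-GST donor, streptavidin-D2 acceptor, ex 340, em 617/671 nm · Evaluation – percent inhibition of 671/617 nm emission ratio versus biotin and DMSO controls · Plate – 1536-well format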
Peg3 prom inh: Peg3 promoter-driven luciferase inhibitors, primary screen, cell-based, HeLa, luciferase luminescence; HeLa PEG-Prom luciferase reporter, overnight; inhibition, % at 20 µM; 1.7% of 360,000 active; AID 588405, 2011;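 active = inhibition of at least 50% at 20 µM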
Numbers without * were called inactive; nt = no result given. Rows are unselected; overall some 3.5% were active at least once.

Sample of the layout (3 entries):
SMILES	Exocytosis inh	TRPM1 prom inh	NR2E3 ag-1	iPSC survival up	aDG glyco act	PDI turbidity	CaV13 ICDI inh	HIF-2a block	Vif imaging	NR2E3 ag-2	Peg3 prom inh
O=C(O)c1cccc(Cn2c(Cl)c(/C=N/NC(=O)c3ccccc3O)sc2=O)c1	-0.6	14.9	25.1	0.3	-0.1	-1.5	-7.0	9.2	-11.2	0.2	14.6
CCc1ccc(-c2nc(CN3CCC(C(=O)NCc4ccc(F)cc4)CC3)c(C)o2)cc1	25.0	-13.7	-48.5	-3.4	5.1	-1.1	-8.1	-31.9	20.6	1.4	9.4
O=C(NNC(=O)c1ccc(Cl)cc1Cl)c1ccc2ccccc2c1	-2.8	-7.1	-6.4	-2.6	0.2	-0.9	-10.1	-4.1	4.3	nt	4.6

Results (from the top)
SMILES	Exocytosis inh	TRPM1 prom inh	NR2E3 ag-1	iPSC survival up	aDG glyco act	PDI turbidity	CaV13 ICDI inh	HIF-2a block	Vif imaging	NR2E3 ag-2	Peg3 prom inh
O=C(O)c1cccc(Cn2c(Cl)c(/C=N/NC(=O)c3ccccc3O)sc2=O)c1	-0.6	14.9	25.1	0.3	-0.1	-1.5	-7.0	9.2	-11.2	0.2	14.6
CCc1ccc(-c2nc(CN3CCC(C(=O)NCc4ccc(F)cc4)CC3)c(C)o2)cc1	25.0	-13.7	-48.5	-3.4	5.1	-1.1	-8.1	-31.9	20.6	1.4	9.4
O=C(NNC(=O)c1ccc(Cl)cc1Cl)c1ccc2ccccc2c1	-2.8	-7.1	-6.4	-2.6	0.2	-0.9	-10.1	-4.1	4.3	nt	4.6
CC(C)Cn1c(N)c(C(=O)NCC2CCCO2)c2nc3ccccc3nc21 (configuration not stated)	3.4	0.9	19.2	-1.5	0.0	-0.4	12.6	13.2	-10.0	3.7	32.1
COc1ccc(C2CC(c3ccc(OC)cc3OC(C)=O)=NN2C(=O)c2ccccc2)cc1 (configuration not stated)	2.3	-5.9	-10.8	-0.6	-0.1	12.6	-5.0	-14.1	-2.8	-0.5	-18.2
Cc1ccsc1C(=O)OCC(=O)Nc1c(Cl)cccc1C(F)(F)F	-0.1	-3.8	13.0	3.3	-0.2	17.0	-9.7	-28.2	0.2	-4.0	-2.0
CC(C)C[C@H](NC(=O)c1nc[nH]c1C(=O)NCCCCCNC(=O)OC(C)(C)C)C(=O)OCc1ccccc1	52.8	10.6	14.6	-0.2	0.0	5.4	-4.7	15.9	-16.3	0.1	12.5
O=C(Nc1cccc(-c2cccc(Cl)c2)c1)C1CCN(Cc2ccon2)CC1	10.4	6.1	-31.6	-0.6	2.0	6.9	-6.2	28.1	8.0	-4.7	31.4
COc1ccc(C(=O)c2sc(Nc3ccccc3F)nc2N)cc1	-2.0	nt	-123.7	-0.6	-0.1	20.1	-18.7	-268.5	-11.0	-0.5	-254.3
COc1ccc(F)c(CN(C)CC2CCCN(CCc3ccc(F)cc3)C2)c1 (configuration not stated)	53.6	-1.8	5.8	-0.3	0.0	11.1	-20.7	11.2	4.0	-3.1	5.0
NC(=O)COC(=O)c1cccnc1Nc1ccccc1F	0.4	-12.0	-14.5	-0.8	-0.1	5.6	-11.8	-4.1	4.3	0.8	-2.9
COC(/C=C/Nc1ccc(C)cc1)=C(C#N)C#N	4.2	5.5	-10.5	1.0	-0.1	17.2	-10.0	11.5	16.8	-4.9	8.3
C=C1CCN([C@@H](Cc2ccccc2)C(=O)O)S(=O)(=O)c2ccccc21	-5.4	-19.7	8.4	2.5	-0.2	-3.6	-4.9	14.5	-4.1	-3.9	-3.2
CCn1ncc(/C=N\NC(=O)c2cc(-c3ccc(C)cc3C)nc3ccccc23)c1C	-0.8	18.3	-39.7	-3.5	-0.2	4.5	-2.0	12.5	7.3	4.5	20.7
COc1ccc(-c2c(-c3ccc(OCC(=O)NN)cc3O)n[nH]c2C)cc1OC	2.7	-5.1	-3.6	-0.2	-0.2	3.0	-17.0	23.6	-9.9	0.5	7.7
O=C1CN(C(=O)COC(=O)CNC(=O)c2ccc(Br)o2)c2ccccc2N1	-5.3	4.6	-12.8	-1.6	-0.2	9.5	-20.4	17.1	1.0	1.1	10.4
CCN(C(=O)CSc1nnnn1-c1ccccc1)c1c(N)n(Cc2ccccc2)c(=O)[nH]c1=O	4.4	-2.1	0.7	-0.9	-0.2	-1.0	-3.1	9.8	-12.9	-1.5	-2.6
O=S(=O)(Nc1nccs1)c1ccc(Nc2nnc(-c3ccccc3)c3ccccc23)cc1	-3.8	4.1	-2.4	-2.1	-0.1	7.4	-2.4	19.1	2.1	2.3	3.2
COc1ccccc1CNC(=O)C(C)Sc1ccsc1[N+](=O)[O-] (configuration not stated)	-0.8	5.0	1.4	1.8	-0.4	6.1	2.2	21.9	4.0	1.1	13.6
COc1cccc(CNC(=O)C2CCN(S(=O)(=O)N3CCCC3)CC2)c1	2.8	3.5	-18.7	-1.3	0.1	10.7	nt	7.1	1.2	2.9	4.7
O=C1SC(Cc2ccccc2)C(=O)N1c1ccccc1 (configuration not stated)	-3.4	nt	-10.0	-0.5	-0.1	-2.9	4.0	7.4	32.5	3.5	1.5
CN(C)S(=O)(=O)c1ccc(C(=O)NNc2nc(-c3ccccc3)c3cc(Br)ccc3n2)cc1	-3.7	2.4	17.9	0.8	-0.1	-2.6	-4.2	23.9	nt	-1.4	15.2
O=C1C[C@H]2[C@H](CO)[C@@H](OC(=O)c3ccc(-c4ccccc4)cc3)C[C@H]2O1	-3.3	-58.0	-63.9	-0.6	0.2	3.0	-20.2	-234.3	3.7	-2.6	-195.7
Cc1cc(NC(=O)CSc2ncc(C(=O)O)n2-c2ccc(F)cc2)no1	-5.1	2.3	-7.8	-0.5	0.2	5.3	-2.1	-4.5	0.9	nt	-8.0
C=CCn1c(SCC(=O)Nc2c(C)n(C)n(-c3ccccc3)c2=O)nc2scc(-c3ccccc3)c2c1=O	25.5	3.8	30.2	-1.3	-0.4	1.4	-3.8	7.7	1.2	-0.2	20.6
CCOC(=O)/C(C#N)=C/c1cn(CCC(=O)O)nc1-c1ccc(OC)cc1	-7.9	-2.5	3.4	0.9	0.1	-4.3	-1.8	6.9	4.8	2.2	-0.2
COc1ccc(CCNCC(O)COc2ccc(OC)cc2C(C)(C)C)cc1 (configuration not stated)	60.7*	0.1	9.1	-0.3	0.3	-3.2	-2.9	14.2	-15.9	-7.5	30.8
COc1ccc(-c2n[nH]c(C)c2-c2cscn2)c(O)c1	0.6	-1.2	-1.2	-0.6	0.0	-2.9	-5.1	9.7	4.4	1.5	4.2
COc1cc(NC(=O)c2cccc3c(-c4cccnc4)coc23)cc(OC)c1OC	10.9	nt	50.8	0.6	-0.2	5.6	-6.1	-23.8	-24.9	nt	98.8*
CCNC(=O)C12CCC(C)(C(=O)O1)C2(C)C (configuration not stated)	-7.3	32.6	-6.3	0.1	0.2	-0.6	-4.2	13.0	-2.1	2.1	10.9
CCn1nc(C(=O)Nc2ccccc2N2CCCC2)c2ccccc2c1=O	3.0	14.1	-25.1	-0.1	0.0	-3.6	-13.3	5.5	-1.8	-1.7	41.2
Fc1ccc(-n2[nH]nnc2=S)cc1N1CCCC1	23.2	0.0	-46.0	-1.1	0.0	-1.8	-7.8	-151.9	0.5	2.5	-21.3
Fc1cc(F)c2nc(N3CCCC3)sc2c1	-1.3	-60.5	-63.8	-0.6	-0.1	-3.1	3.9	-211.2	4.0	1.5	-213.3
Cc1cc(NO)c(C(C)C)cc1N=O	1.7	32.1	21.2	-1.1	1.1	4.9	-3.0	33.7	0.5	-1.4	32.2
COc1ccc(CN2[C@@H](CC(=O)O)c3cc(C(F)(F)F)ccc3S2(=O)=O)cc1	-2.1	-8.6	-17.3	-1.9	-0.2	-5.5	-9.7	4.0	2.2	-1.5	2.5
CCCNC(=S)N1CCC(n2cnc3ccccc32)CC1	11.1	11.5	-6.8	1.6	-0.3	1.9	1.0	19.0	-3.0	0.5	9.9
CS(=O)(=O)c1ccc(C(=O)CN2C(=O)NC3(CCCc4ccccc43)C2=O)cc1 (configuration not stated)	-4.2	6.0	-1.0	-0.2	0.0	6.3	-3.1	2.5	-3.5	3.8	6.6
OC(c1ccccc1)c1nc(-c2ccc3c(c2)OCO3)cs1 (configuration not stated)	22.0	nt	-125.1	-0.5	-0.1	-9.8	-4.8	-246.4	-5.8	nt	-349.6
Cc1sc(NC(=S)NC(=O)CCc2ccccc2)c(C(N)=O)c1C	5.5	27.2	-4.5	-1.7	-0.2	15.2	-1.6	-6.7	125.1*	-3.1	-1.6
CCCN(CC1CC1)C(=S)NC(=O)C1CC1	-0.1	8.6	-2.5	0.6	0.0	-0.2	4.4	12.8	-6.9	1.7	21.0
COc1ccc(CCNC(=O)c2cc3c(=O)n4ccccc4nc3n(CC3CCCO3)c2=N)cc1 (configuration not stated)	10.4	-14.6	10.3	4.4	0.1	nt	nt	-4.6	2.0	nt	-19.8
C=CCN1C(=O)c2ccc(C(=O)OCC(=O)Nc3ccc(S(N)(=O)=O)cc3)cc2C1=O	0.0	6.7	7.2	-0.3	0.0	-3.5	-6.4	3.9	-17.0	-5.5	2.1
COc1ccc(CN2CCN(C(=O)c3cc(-c4cccnc4)nc4ccc(Cl)cc34)CC2)c(OC)c1OC	10.3	-3.9	9.6	-0.4	-1.0	-4.7	-7.0	11.5	-3.4	2.4	93.8*
O/N=C(/Cc1ccccn1)c1ccccc1	-1.0	8.6	11.6	-2.1	0.1	-0.8	-2.1	10.9	4.4	0.7	-0.2
CC(C)C1CC(CCNCc2ccc3c(c2)OCO3)(c2ccccc2)CCO1 (configuration not stated)	2.5	-15.2	3.8	-0.6	0.5	3.9	-2.2	15.1	-6.7	2.5	-22.4
CC(C)Sc1cc(N2CCCC2)nc(-c2ccccc2Cl)n1	-2.4	0.4	-16.5	1.0	0.1	-10.4	-2.8	18.6	-2.4	-1.5	9.0
CC(=O)c1cccc(NC(=O)C(=O)Nc2cccc3ccccc23)c1	0.4	-74.0	-11.4	0.5	0.0	-4.4	-2.3	-207.8	-3.3	-0.4	-276.7
CCOC(=O)C(CC(C)C)CP(=O)(O)CNC(=O)OCc1ccccc1 (configuration not stated)	4.6	3.3	-23.1	4.0	0.0	8.0	nt	17.7	-3.8	2.7	5.3
CCCCCn1nnnc1-c1nc2cc3ccccc3cc2[nH]c1=O	56.3*	nt	-34.6	-0.7	-0.2	nt	-8.4	13.8	nt	nt	nt
